Assay outcomes deposited in PubChem BioAssay by several laboratories.
TNAP inhibition = human TNAP enzyme inhibitors, biochemical, luminescent (AID 518) | purified TNAP enzyme, luminescent substrate readout; higher % means a stronger effect | inhibition, % at 20 µM; hits with a dose series show IC50 in µM | 64,000 tested, 0.09% active; in the data active = a potency from the dose series; inactive = the rest, 99 in 100 with inhibition below about 22%;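 also: plate controls were vehicle for no effect and reference inhibitor for full effect; many of its hits are not listed in these tables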
HT1080 cytotoxicity = cytotoxicity in HT1080 fibrosarcoma cells, cell-based, fluorescence readout (AID 620) | HT1080 viability, fluorescence; higher % means a stronger effect | cytotoxicity, % at 10 µM; hits with a dose series show EC50 in µM | 87,000 tested, 0.42% active;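 also: cells exposed to compound overnight then 4 h with Alamar Blue; 0% = vehicle DMSO and 100% = killing control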
KRASV12 cytotoxicity = viability loss of HPDE-C7K cells – cell-based, fluorescence, HTS, primary screen (AID 431) | 63,000 tested, 1.7% active | one-dose cytotoxicity, % at 10 µM; EC50 in µM for titrated hits | HPDE-C7K KRASV12 cells, Alamar Blue viability, 48 h; higher % means a stronger effect;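 active = compounds whose percent cytotoxicity in the single-dose primary screen, scaled between solvent and toxic-drug controls, exceeds 50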;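 also: 0% = DMSO solvent wells and 100% = doxorubicin-treated wells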
LYP phosphatase = inhibition of human PTPN22 tyrosine phosphatase – biochemical, DiFMUP fluorescence, recombinant catalytic domain, 10 µM, primary screen (AID 606). recombinant LYP catalytic domain, DiFMUP fluorescence; higher % means a stronger effect. inhibition, % at 10 µM; hits with a dose series show IC50 in µM. 52,000 tested, under 10 active;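 active = IC50 under 40 µM in the dose-response test; inactive = IC50 of 40 µM or more, or never dose-tested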
PMK inhibit = blocks S. pneumoniae phosphomevalonate kinase; purified PMK, PK/LDH-coupled NADH absorbance 340 nm; inhibition, % at 10 µM; 65,000 tested, 0.49% active; AID 539;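 active = top-ranked compounds by inhibition in the single 10 µM screen, taking a fixed number of the strongest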;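 also: 0% = full reaction with DMSO carrier and 100% = background rate without enzyme reaction; no value below 0 was filed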
Spn MK inh = S. pneumoniae mevalonate kinase inhibition; purified MK, PK/LDH-coupled NADH absorbance 340 nm; inhibition, % at 10 µM; 65,000 tested, 0.48% active; AID 555;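 active = ranked among the strongest by inhibition in the single 10 µM screen, a fixed top-ranked set picked for dose follow-up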; also: no value below 0 was filed
HPDE-C7 viability = cytotoxicity in HPDE-C7 cells, cell-based, fluorescence, HTS (AID 430); HPDE-C7 pancreatic duct cells viability, fluorescence; higher % means a stronger effect; cytotoxicity, % at 10 µM; hits with a dose series show EC50 in µM; 63,000 tested, 1.8% active;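 also: cells exposed to compound for 48 hours before viability readout; 0% = vehicle and 100% = reference cytotoxic drug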
Bfl-1 displacement = displacement of Bid BH3 peptide from Bfl-1 – biochemical, fluorescence polarization, FITC-Bid, mouse, primary screen (AID 432); displacement, % at 20 µM, or IC50 in µM where a hit was titrated; 64,000 tested, 0.02% active; FITC-Bid BH3 peptide fluorescence polarization displacement; higher % means a stronger effect; in the data active = a potency from the dose series; inactive = the rest, 99 in 100 with displacement below about 15%; also: strong numbers were not always called active
DPM-DC inhibit = blocks S. pneumoniae diphosphomevalonate decarboxylase. calls only at 10 µM. 65,000 tested, 0.49% active. purified DPM-DC, PK/LDH coupled NADH fluorescence;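 active = the 320 compounds with the highest percent inhibition in the single-dose primary screen, excluding strongly autofluorescent ones, cut at about 32% in these data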;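 also: kinetic rate of NADH fluorescence loss reporting ADP formed by the decarboxylase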
PMK inhibit pilot replicates = also measured in PMK inhibit; calls as there; inhibition, %; measured here: pilot screen replicates
Spn MK inh pilot replicates = recorded beside Spn MK inh, whose call it bears; inhibition, %; measured here: pilot screen replicates
DPM-DC inhibit pilot screen % = recorded beside DPM-DC inhibit, whose call it bears; inhibition, %; measured here: pilot screen trials
Starred values were filed as active, the others as inactive; i = inactive; / = no result given. Rule as the data show it, unless noted: active = cytotoxicity above about 50%; inactive = the rest.

SMILES	TNAP inhibition	HT1080 cytotoxicity	KRASV12 cytotoxicity	LYP phosphatase	PMK inhibit	Spn MK inh	HPDE-C7 viability	Bfl-1 displacement	DPM-DC inhibit	others
Cc1nn(-c2ccccc2)c2c1C(c1ccncc1)C(C#N)=C(N)O2 (stereo unspecified)	0%	3%	-3%	11%	9	4	-8%	-3%	i
CCOC(=O)c1cc(CC)sc1NC(=O)COC	1%	4%	-12%	11%	0	10	-6%	-6%	i	PMK inhibit pilot replicates=1.5;Spn MK inh pilot replicates=5.0;DPM-DC inhibit pilot screen %=5.0
CCOc1ccc(NC(=O)CSc2n[nH]c(=O)n2-c2ccccc2)cc1	12%	3%	-3%	17%	7	11	10%	-2%	i
CCc1[nH]nc2c1C(c1cccnc1)C(C#N)=C(N)O2 (stereo unspecified)	14%	-2%	6%	5%	6	13	5%	2%	i
O=c1cc(C(F)F)oc2c1ccc1ccccc12	12%	5%	9%	7%	0	7	17%	-4%	/	PMK inhibit pilot replicates=0.5;Spn MK inh pilot replicates=1.5
CN(C)c1nc2ccc(OCCN3CCCCC3)cc2s1	9%	25%	5%	12%	12	6	5%	-4%	i
COC(=O)c1cccc(C(=O)Nc2ccc(C)cc2Br)n1	1%	-2%	-3%	4%	19	2	-2%	2%	i
O=C(CCS(=O)(=O)c1cccs1)NC1CCCCCC1	3%	-7%	-2%	8%	0	7	1%	-6%	i
Clc1ccc(-c2nnc(NC3=NCCCCC3)o2)cc1	9%	-3%	-1%	3%	0	18	-24%	-6%	i
O=C(CCC(=O)c1cccs1)Nc1nnc(C2CC2)s1	7%	-6%	-6%	/	16	4	2%	2%	i
COc1ccc(-c2cc3nc4n(c(=O)c3s2)CCC4)cc1	8%	-11%	7%	0%	9	6	-3%	-4%	/	PMK inhibit pilot replicates=4.0;Spn MK inh pilot replicates=2.0
Cc1nnc(SCC(=O)Nc2ccc(S(=O)(=O)N3CCCC3)cc2)n1N	0%	2%	-13%	8%	16	5	-18%	4%	i
CC1CCCC(NC(=O)CSc2ncccc2C(=O)O)C1C (stereo unspecified)	8%	3%	-24%	3%	5	0	-18%	6%	i	PMK inhibit pilot replicates=0.0;Spn MK inh pilot replicates=2.0;DPM-DC inhibit pilot screen %=0.0
CC(C)(C)Cc1nc(-c2ccccn2)no1	6%	2%	-9%	10%	10	10	6%	-2%	i	PMK inhibit pilot replicates=1.0;Spn MK inh pilot replicates=5.0;DPM-DC inhibit pilot screen %=0.0
CC(C(=O)NCc1ccc2c(c1)OCO2)N(c1ccccc1)S(C)(=O)=O (stereo unspecified)	1%	30%	-14%	/	16	6	-18%	4%	i
CC1CCCC(C)N1Cc1cn2ccccc2n1 (stereo unspecified)	10%	10%	7%	-14%	12	0	8%	5%	i
Cc1ccc2cc(C#N)c(NCc3ccco3)nc2c1	5%	-21%	-5%	/	11	9	0%	-7%	/
Cc1onc(-c2ccccc2)c1C(=O)Nc1ccc(OC(C)C)cc1	9%	-3%	1%	-10%	9	6	-4%	0%	i
COc1ccc(C(=O)C(CN2CCOCC2)c2ccccc2)cc1F (stereo unspecified)	4%	25%	8.7µM*	/	2	6	5.5µM*	-7%	i
Cc1cc(C)n(CC2CC(=O)N(c3cc(Cl)cc(Cl)c3)C2=O)n1 (stereo unspecified)	7%	-1%	-8%	8%	9	0	-6%	-2%	i
O=C(C1=C(O)C(=O)N(CC2CCCO2)C1c1cccnc1)c1ccco1 (stereo unspecified)	6%	7%	-8%	9%	14	1	1%	1%	i
CCOc1cc(N2CCOCC2)c(OCC)cc1NC(=O)Cc1ccc(OC)c(OC)c1	6%	/	-1%	-12%	26*	5	2%	-7%	i
CC(C(=O)NC1CCCC1)N(Cc1ccco1)C(=O)c1snc(C(=O)NC2CCCC2)c1N (stereo unspecified)	5%	12%	2%	/	20	1	-18%	-3%	i
CCCCN=CC1=C(O)C(C(=O)OC)C(C)(C)CC1=O (stereo unspecified)	5%	10%	-9%	11%	4	0	-10%	-11%	i	PMK inhibit pilot replicates=2.0;Spn MK inh pilot replicates=3.5;DPM-DC inhibit pilot screen %=0.0
CC1=C(C(=O)Nc2ccc(F)cc2)C(c2cccc(C)c2)n2nc(CCCO)nc2N1 (stereo unspecified)	14%	0%	13%	-6%	0	0	-4%	-7%	i	PMK inhibit pilot replicates=3.0;Spn MK inh pilot replicates=0.0;DPM-DC inhibit pilot screen %=0.0
CC(=O)NC1CSCC1OC(C)=O (stereo unspecified)	8%	2%	-15%	-4%	0	2	-12%	-6%	i
COc1ccc(CNC(=O)CN(c2cc(C)cc(C)c2)S(=O)(=O)c2c(C)noc2C)cc1	9%	0%	1%	/	11	12	-1%	7%	i
Cn1c(SCC(=O)O)nc2ccccc2c1=O	2%	-14%	-4%	/	8	3	-5%	-6%	i
CC(=O)Oc1cc2c(C(C)=O)coc2c2ccccc12	0%	3%	4%	6%	3	2	4%	-2%	i
COc1cc(NC(=O)C2CCCC2)c(OC)cc1Cl	-2%	-9%	-26%	/	9	4	-20%	-1%	i
Cc1cc(NC(=O)CSc2nc3ccccc3c(=O)n2CCCC(=O)NCc2ccco2)n[nH]1	-14%	-1%	5%	-12%	14	6	2%	1%	i
COc1ccc(C(=O)Nc2ccc(N3CCN(c4ccc(OC)cc4)CC3)c(C#N)c2)cc1	4%	3%	-9%	1%	14	7	-12%	-1%	/
O=C(NCc1ccccn1)c1cccs1	19%	0%	-15%	/	0	4	-10%	4%	i	PMK inhibit pilot replicates=5.5;Spn MK inh pilot replicates=0.0;DPM-DC inhibit pilot screen %=3.0
COc1ccc(CN2CC(C(=O)NCc3cccc(OC)c3)CC2=O)cc1 (stereo unspecified)	3%	-6%	-11%	/	0	0	-14%	10%	i
CCOc1ccc2nc(NC(=O)CN3CCN(c4ccccn4)CC3)sc2c1	0%	1%	5%	/	4	12	0%	-2%	i
O=C1CC2CS(=O)(=O)CC2N1C1CCCCC1 (stereo unspecified)	4%	-1%	-2%	13%	0	0	-3%	2%	i

Random excerpt: 3 records from the list.
SMILES	TNAP inhibition	HT1080 cytotoxicity	KRASV12 cytotoxicity	LYP phosphatase	PMK inhibit	Spn MK inh	HPDE-C7 viability	Bfl-1 displacement	DPM-DC inhibit	others
CC1=C(C(=O)Nc2ccc(F)cc2)C(c2cccc(C)c2)n2nc(CCCO)nc2N1 (stereo unspecified)	14%	0%	13%	-6%	0	0	-4%	-7%	i	PMK inhibit pilot replicates=3.0;Spn MK inh pilot replicates=0.0;DPM-DC inhibit pilot screen %=0.0
COc1cc(NC(=O)C2CCCC2)c(OC)cc1Cl	-2%	-9%	-26%	/	9	4	-20%	-1%	i
CCOc1ccc2nc(NC(=O)CN3CCN(c4ccccn4)CC3)sc2c1	0%	1%	5%	/	4	12	0%	-2%	i

Following part:
SMILES	TNAP inhibition	HT1080 cytotoxicity	KRASV12 cytotoxicity	LYP phosphatase	PMK inhibit	Spn MK inh	HPDE-C7 viability	Bfl-1 displacement	DPM-DC inhibit	others
Nc1ccc2c(c1)C(=O)N(CC1CCCO1)C2=O (stereo unspecified)	3%	0%	-4%	23%	0	5	-3%	-3%	i
Cn1c(=O)oc2cc(S(=O)(=O)Nc3ccc4c(c3)OCO4)ccc21	9%	12%	17%	4%	11	8	13%	2%	i
CCCCCCc1c(O)c2ccccc2[nH]c1=O	10%	-3%	-1%	9%	1	5	-9%	-1%	i
COc1cccc(-n2ccnc2SCC(=O)NCc2ccccc2)c1	3%	2%	-10%	-12%	9	0	-22%	-1%	i
O=C(CCS(=O)(=O)Cc1ccccc1)NCC1CCCO1 (stereo unspecified)	6%	2%	3%	9%	9	6	5%	-6%	i
O=C(OCC(=O)N1CCN(C(=O)c2ccco2)CC1)c1cc(-c2ccccc2)nc2ccccc12	9%	0%	-2%	2%	10	1	0%	-2%	i
Cc1ccc2nc3c(cc(C#N)c(=O)n3CC3CCCO3)c(=O)n2c1 (stereo unspecified)	8%	-8%	-27%	/	14	8	-34%	7%	/
O=C(CSc1ncnc2ccccc12)N1CCN(c2ccccc2)CC1	8%	-7%	-1%	6%	10	7	-2%	0%	i	PMK inhibit pilot replicates=0.0;Spn MK inh pilot replicates=1.5;DPM-DC inhibit pilot screen %=0.0
COc1ccc(NC(=O)c2cc3cc(OC)ccc3oc2=N)cc1	13%	1%	0%	5%	0	0	-14%	-12%	i
O=C(Nc1ccc(OC(F)F)c(Cl)c1)Nc1ccc2c(c1)OCO2	6%	6%	47%	6%	1	1	19%	0%	i
CC1(C)CC(=O)C2=C(C1)Nc1nc(SCCN3CCOCC3)[nH]c(=O)c1C2c1cccs1 (stereo unspecified)	10%	6%	0%	-2%	5	6	-15%	-6%	i	PMK inhibit pilot replicates=3.0;Spn MK inh pilot replicates=2.5;DPM-DC inhibit pilot screen %=0.5
COc1ccc(S(=O)(=O)n2cnc3cc(C)c(C)cc32)cc1C	2%	-11%	37%	-14%	3	5	20%	4%	i
CCOC(=O)N1CCC(c2cc(=O)n3[nH]cc(C(=O)OC)c3n2)CC1	14%	2%	0%	4%	0	3	-6%	-8%	i	PMK inhibit pilot replicates=0.0;Spn MK inh pilot replicates=0.0;DPM-DC inhibit pilot screen %=0.0
COc1ccccc1S(=O)(=O)Cc1ccc(C(=O)NCc2ccc3c(c2)OCO3)o1	7%	-6%	-5%	6%	12	4	4%	-1%	i
CCOc1ccc2nc(NC(=O)C(CC)Sc3nc(C)cc(=O)[nH]3)sc2c1 (stereo unspecified)	7%	-4%	7%	0%	5	3	0%	2%	i
CCCCC(=O)OCCNC(=O)c1cc2ccccc2oc1=O	5%	-9%	-10%	-5%	10	8	-4%	-6%	i
CC(C)Cn1c(SCC(=O)N2CCN(S(=O)(=O)c3ccccc3)CC2)nc2ccccc21	5%	34%	12%	-1%	2	0	13%	-1%	i
COc1ccccc1C(OC(=O)c1cccs1)C(=O)NCc1ccco1 (stereo unspecified)	11%	6%	-2%	-2%	16	10	-3%	-5%	i
CC1(C)Cc2ccccc2-c2nnnn21	7%	1%	-4%	7%	0	4	-1%	0%	i
CCN1CCCC1CNC(=O)c1cc2c(-c3cccc(OC)c3)nn(C)c2s1 (stereo unspecified)	11%	1%	36%	/	9	7	1%	-6%	/
Cc1oc2ccccc2c1-c1cn2c(n1)SCC2	6%	4%	-12%	12%	17	15	-10%	-2%	/
Oc1cc(NCc2cccnc2)ccc1-c1nc2ccccc2o1	18%	-1%	-14%	/	0	0	-27%	4%	/	PMK inhibit pilot replicates=0.0;Spn MK inh pilot replicates=1.0
COc1cc(C2C(C#N)=C(N)Oc3n[nH]c(-c4ccncc4)c32)cc(OC)c1OC (stereo unspecified)	11%	-8%	-9%	8%	11	0	-22%	-1%	i
Cc1cc2ncn(CC(O)COc3cccc(C(=O)O)c3)c2cc1C (stereo unspecified)	11%	-5%	-31%	1%	0	8	-9%	-8%	i
CCOC(=O)N(Cc1ccccc1)C(C(=O)O)C(C(=O)O)N(Cc1ccccc1)C(=O)OCC (stereo unspecified)	5%	5%	/	11%	7	5	/	7%	i
CC12CCC(C(=O)NCc3cccnc3)(OC1=O)C2(C)C (stereo unspecified)	4%	-5%	-1%	11%	10	11	-8%	-2%	i
